ZTA DNA inh: counter-screen for EBNA-1 inhibitors: inhibitors of Epstein-Barr virus ZTA | ZTA-DNA binding, fluorescence polarization | P03206 | inhibition, % at 11 µM | AID 2234 | actives 0.15% (n = 320,000); in the data active = inhibition above about 33%
Target sequence (P03206 whole entry, looked up): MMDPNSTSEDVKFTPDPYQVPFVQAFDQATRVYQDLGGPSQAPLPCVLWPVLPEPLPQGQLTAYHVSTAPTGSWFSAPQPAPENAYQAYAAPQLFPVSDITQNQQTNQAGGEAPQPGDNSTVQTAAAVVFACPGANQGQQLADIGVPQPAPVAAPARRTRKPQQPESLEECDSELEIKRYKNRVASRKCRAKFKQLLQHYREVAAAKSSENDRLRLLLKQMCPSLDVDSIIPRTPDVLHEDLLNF
TPT1 inh: Candida albicans TPT1 enzyme inhibitors, primary screen, biochemical, fluorescence polarization; recombinant caTPT1, FP RNA substrate dephosphorylation; tRNA 2'-phosphotransferase TPT1 (Candida albicans SC5314); inhibition, % at 5 µM; actives 0.81% (n = 300,000);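 active = inhibition above the mean of all tested compounds plus 3 SD, set per screening campaign, cut at about 24% in these data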;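 also: plate controls were DMSO alone for no effect and ferristatin control at 100 nM for full effect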
PP1 inh: PP1-alpha phosphatase inhibitors, primary screen, counter-screen for PP5 inhibitor project, biochemical, fluorescence, OMFP substrate, single point. Serine/threonine-protein phosphatase PP1-alpha catalytic subunit (Homo sapiens), P62136. purified PP1alpha. inhibition, % at 6.7 µM. actives 0.9% (n = 320,000). AID 2235, 2010;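 active = inhibition above the mean inhibition of all tested compounds plus 3 SD, computed separately for each screening campaign, cut at about 15% in these data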
Target sequence (P62136 whole entry, looked up): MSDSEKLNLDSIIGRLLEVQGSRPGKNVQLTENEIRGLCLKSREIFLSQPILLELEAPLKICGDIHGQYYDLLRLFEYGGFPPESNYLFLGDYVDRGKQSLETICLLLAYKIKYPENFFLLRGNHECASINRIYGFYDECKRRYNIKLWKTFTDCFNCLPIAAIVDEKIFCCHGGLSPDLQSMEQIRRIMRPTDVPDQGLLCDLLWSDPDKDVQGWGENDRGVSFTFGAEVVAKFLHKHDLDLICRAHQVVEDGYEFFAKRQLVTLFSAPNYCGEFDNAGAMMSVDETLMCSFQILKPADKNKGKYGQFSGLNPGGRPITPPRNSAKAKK
Yeast superoxide: reduction of superoxide in aged yeast, primary screen, HTS; S. cerevisiae aged cells, superoxide DHE fluorescence; stronger effect = lower value; superoxide response (% of plate mean), % at 10 µM; actives 0.18% (n = 330,000);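 active = superoxide response under a set limit, about three screen SD below normal, cut at about 65% in these data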;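 also: yeast aged for seven days with compound at 30 °C before DHE staining; 100% = average MFI of all compound-treated wells on the plate with controls excluded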
Fh CTSL1 inh: Fasciola hepatica cathepsin L1 inhibitors, primary screen, counter-screen for PFM18AAP inhibitor project, biochemical, QFRET, fluorogenic peptide substrate; recombinant F. hepatica cathepsin L1, Z-Leu-Arg-MCA fluorescence; inhibition, % at 5.96 µM; actives 0.49% (n = 300,000);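 active = inhibition above the mean of all tested compounds plus 3 SD, set per screening campaign, cut at about 17% in these data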;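 also: 0% = plate median of test compound wells and 100% = 1 µM Z-Phe-Ala-diazomethylketone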
PP5 primary: PP5 phosphatase inhibitors, primary screen, biochemical, fluorescence; Serine/threonine-protein phosphatase 5 (Homo sapiens), P53041; actives 0.18% (n = 320,000); inhibition, % at 6.7 µM; AID 1987, 2009; purified PP5c, OMFP substrate fluorescence;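 active = inhibition above the campaign's mean inhibition across all tested compounds plus 3 SD, cut at about 9.5% in these data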;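 also: 0% = DMSO only and 100% = 100 µM cantharidin control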
Target sequence (P53041 whole entry, looked up): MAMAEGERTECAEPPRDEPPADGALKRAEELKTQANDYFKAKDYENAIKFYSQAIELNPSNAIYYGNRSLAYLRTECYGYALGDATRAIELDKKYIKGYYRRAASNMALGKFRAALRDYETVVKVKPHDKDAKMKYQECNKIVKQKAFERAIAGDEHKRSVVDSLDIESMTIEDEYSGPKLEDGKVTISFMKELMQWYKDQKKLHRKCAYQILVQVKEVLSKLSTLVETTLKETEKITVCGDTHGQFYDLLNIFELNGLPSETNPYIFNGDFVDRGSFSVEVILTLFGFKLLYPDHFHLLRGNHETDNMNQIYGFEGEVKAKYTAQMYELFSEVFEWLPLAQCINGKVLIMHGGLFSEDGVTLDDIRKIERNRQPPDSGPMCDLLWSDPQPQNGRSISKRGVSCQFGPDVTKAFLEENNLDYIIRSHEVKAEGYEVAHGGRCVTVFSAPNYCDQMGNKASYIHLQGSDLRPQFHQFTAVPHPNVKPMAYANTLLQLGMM
HCV core dimer: inhibitors of HCV core protein dimerization, primary screen, biochemical, TR-FRET, high-throughput. AID 1899, 2009. inhibition, % at 5 µM. TR-FRET GST/Flag-core106 dimerization, 1536-well. actives 0.33% (n = 300,000);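 active = inhibition above the mean of all tested compounds plus 3 SD, set per screening campaign, cut at about 45% in these data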
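Material: Tagged HCV core106 pair (GST and Flag) | Amount: GST-core106 13.5 nM, Flag-core106 17 nM | Medium: KF-containing HEPES buffer, pH 7.45, DTT, CHAPS, BSA | Reagent: Eu donor and XL665 acceptor anti-tag antibodies | Schedule: 4 h at 22.5 °C | Technique: Time-resolved FRET, ex 340 nm, em 617 and 671 nm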
GASC-1 inh: inhibitors of GASC-1 histone demethylase, primary screen, biochemical, fluorescence, DELFIA europium | GST-JMJD2C(1-420) H3K9me3 demethylation | inhibition, % at 2.35 µM | actives 0.069% (n = 330,000);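 active = more than half of a compound's replicate wells show inhibition beyond 50%, single wells judged on their own value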;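 also: signal counts dimethyl H3K9 product captured on neutravidin plate; 0% = median of DMSO wells and 100% = 0.3 times that DMSO median; strong numbers were not always called active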
EBNA-1 inh: EBNA-1 DNA-binding inhibitors, primary screen, biochemical, fluorescence polarization; inhibition, % at 14.8 µM; actives 0.34% (n = 300,000); in the data active = inhibition above about 28%
* hit, by the source's call; . = no result given.

SMILES	ZTA DNA inh	TPT1 inh	PP1 inh	Yeast superoxide	Fh CTSL1 inh	PP5 primary	HCV core dimer	GASC-1 inh	EBNA-1 inh
CCN1C(=O)/C(=C2\SC(=S)N(NC(=O)c3ccccc3O)C2=O)c2ccccc21	4.5	-0.8	0.9	97.3	1.8	3.2	0.2	-24.4	1.0
CC1CCN(C(=O)c2ccc(-c3ccccc3Cl)o2)CC1	-13.5	-1.6	5.3	96.1	3.0	0.5	0.7	4.8	1.5
O=C(Cc1ccc(F)cc1)Nc1cccc2cccnc12	-13.6	2.0	0.4	123.7	-3.1	4.2	-8.0	12.1	-13.2
COc1ccc([N+](=O)[O-])cc1NC(=O)C(C)OC(=O)C1CCCC1 (stereo not drawn)	-8.0	0.5	-6.4	89.2	-2.6	2.8	1.5	15.2	-0.4
Cc1ccc(C(=O)Nc2ccccc2Oc2ccccc2)cc1[N+](=O)[O-]	-17.1	-0.8	-4.4	102.6	-4.1	-0.2	1.3	-1.0	-16.4
Cc1cc(Cl)ccc1OCCCC(=O)N/N=C/c1cccc([N+](=O)[O-])c1	1.1	-2.5	0.5	113.5	-2.8	3.8	5.5	21.2	-11.8
CCOc1cc(-c2cc(-c3ccc(C)cc3)nc(N)c2C#N)ccc1O	8.2	16.2	1.0	97.8	6.8	9.7*	-4.1	-13.7	5.2
Cc1ccc(C(=O)N2CCCC(c3ccc(Cl)cc3)=N2)cc1	-13.0	0.2	1.6	107.2	3.1	5.5	-2.3	-2.1	-5.8
O=C(CSc1nc(-c2ccc(F)cc2)nc2ccc(F)cc12)Nc1cccc(C(=O)O)c1	-0.8	0.1	-2.7	116.1	4.8	2.5	24.4	-3.7	-7.0
O=C(O)CCCC(=O)NNC(=O)c1cccc(Br)c1	-11.3	-2.1	0.2	104.1	3.6	0.7	-0.1	-6.7	-16.9
CCOc1ccc(C(=O)CN2C(=O)NC3(CCCCCC3)C2=O)cc1	-7.7	-0.1	-2.5	107.0	3.9	1.3	2.4	-2.3	-2.8
CC(C)(C)C(=O)N1CCN(c2nc3ccc(Cl)cc3s2)CC1	-1.6	-1.8	-0.4	108.0	-4.4	2.6	6.2	13.7	1.6
Cc1cc(C(=O)OCC(=O)N(C)c2c(N)n(Cc3ccccc3)c(=O)[nH]c2=O)c(C)n1-c1ccccc1	-12.0	.	20.5*	110.8	.	0.2	.	3.3	.
CC(C)(C)NC(=O)COC(=O)c1ccccc1NC(=O)c1ccco1	-2.5	-1.2	-0.1	96.4	-3.5	-0.4	-0.9	-17.7	-8.1
CCc1cc2ccc(OC)cc2nc1SCC(=O)Nc1cc(C)on1	-5.1	-1.3	0.9	98.6	-0.3	1.2	-3.2	2.0	2.7
O=C(CN1CCN(C(=O)c2cccc(S(=O)(=O)N3CCCC3)c2)CC1)Nc1ccc(F)cc1	-5.4	.	0.8	110.9	.	2.8	.	-4.3	.
O=C(OCC(=O)N1CCOCC1)c1ccc[nH]c1=O	-3.8	-5.4	-3.0	132.5	-2.1	-2.6	0.0	10.9	-3.5
CCOC(=O)c1ccc2c(c1)N(CC#N)C(=O)C(C)(C)O2	-3.7	-3.1	-0.4	95.7	-2.1	0.6	0.3	-2.0	-5.1
COc1ccc(Nc2cc(C)nc3ncnn23)cc1Cl	-2.5	0.2	1.9	95.7	-2.2	-0.7	3.2	0.7	-6.8
CCOC(=O)c1cccc(OCC(O)CNCCOc2ccccc2F)c1 (stereo not drawn)	19.5	-1.0	-1.2	106.4	3.4	0.3	4.6	-10.1	8.3
O=c1[nH]c(C(Cl)Cl)nc2sc3c(c12)CCN(Cc1ccccc1)C3	15.1	10.1	13.7	98.2	4.1	0.8	44.5	0.8	-5.1
O=C(NC(=O)c1ccccc1)OCC(F)(F)F	-9.6	2.0	-2.7	116.1	3.1	3.9	-0.8	.	-4.9
Cc1cc(C)c(C)c(S(=O)(=O)Nc2ccccc2C(=O)O)c1C	12.4	-7.1	-1.5	106.2	-1.6	-1.0	11.4	6.5	7.9
O=C(Cn1nnc(-c2cccc(C(F)(F)F)c2)n1)NC1CCCC1	-5.3	9.5	-2.5	100.6	2.2	0.1	0.7	-0.4	-8.0
CN(C)CCNc1oc(-c2ccccc2F)nc1C#N	-11.8	-0.1	-5.9	92.9	-0.3	-1.6	1.9	0.8	1.1

Retrieved by structure from above:
SMILES	ZTA DNA inh	TPT1 inh	PP1 inh	Yeast superoxide	Fh CTSL1 inh	PP5 primary	HCV core dimer	GASC-1 inh	EBNA-1 inh
Cc1cc(Cl)ccc1OCCCC(=O)N/N=C/c1cccc([N+](=O)[O-])c1	1.1	-2.5	0.5	113.5	-2.8	3.8	5.5	21.2	-11.8
CCOc1ccc(C(=O)CN2C(=O)NC3(CCCCCC3)C2=O)cc1	-7.7	-0.1	-2.5	107.0	3.9	1.3	2.4	-2.3	-2.8
O=C(CN1CCN(C(=O)c2cccc(S(=O)(=O)N3CCCC3)c2)CC1)Nc1ccc(F)cc1	-5.4	.	0.8	110.9	.	2.8	.	-4.3	.

(list continues)
SMILES	ZTA DNA inh	TPT1 inh	PP1 inh	Yeast superoxide	Fh CTSL1 inh	PP5 primary	HCV core dimer	GASC-1 inh	EBNA-1 inh
COc1ccccc1CNC(=O)C1CC(c2c(Cl)cccc2Cl)=NO1 (stereo not drawn)	-6.6	-0.1	0.1	103.4	-2.0	3.8	3.2	37.7	8.3
CS(=O)(=O)N(CC(=O)Nc1c(F)cccc1F)c1ccc(C23CC4CC(CC(C4)C2)C3)cc1	-4.3	-0.1	9.2	103.1	1.6	0.4	0.7	6.0	5.3
COc1cc(CCNC(=O)CCCn2c(=O)c3cccn3c3cccnc32)cc(OC)c1OC	-6.7	-0.3	-5.3	96.0	0.7	-2.9	3.2	4.3	1.4
Cc1ccc(Cl)cc1NC(=S)N(Cc1cccnc1)Cc1ccccc1Cl	-16.3	-1.7	1.6	90.3	-4.3	3.0	-3.0	3.8	-2.0
NCCCCCC(=O)Nc1ccncc1	-4.2	2.1	-3.4	96.5	-2.4	0.4	1.5	0.2	-8.7
CCOc1ccc(NS(=O)(=O)c2ccc(OC)c(NC(=O)c3ccc4c(c3)OCCO4)c2)cc1	-6.3	-2.3	1.6	95.7	0.5	2.9	18.1	-5.1	2.4
COc1cc(/C=C/CO)cc(OC)c1OC/C=C(\C)CCC=C(C)C	12.7	0.3	3.5	84.2	2.8	2.4	-0.1	3.3	1.9
COCC1CCN(C(=O)c2cc(COc3ccccc3SC)on2)C1 (stereo not drawn)	5.7	-1.9	-4.3	97.9	0.5	2.4	3.6	10.3	0.3
CCCCN1C(=O)C(O)(CC(=O)c2c(C)n[nH]c2C)c2cc(Br)ccc21 (stereo not drawn)	1.9	0.1	-1.3	112.5	-0.1	2.7	-3.1	4.8	-7.7
CCOC(=O)Cc1csc(NC(=O)Cn2cnc3c2c(=O)n(C)c(=O)n3C)n1	-14.7	3.1	-2.4	96.0	8.3	-10.2	8.0	40.6	-14.3
CCOc1cc(C2Nc3ccccc3C(=O)N2c2ccccc2OC)ccc1O (stereo not drawn)	4.7	0.4	-0.7	94.4	1.1	0.9	0.1	-6.2	6.7
Cc1ccc(C2(C)NC(=O)N(CC(=O)N3CCN(S(=O)(=O)c4cccc(F)c4)CC3)C2=O)cc1 (stereo not drawn)	-8.8	-0.2	0.5	99.7	0.2	0.3	3.3	-5.9	-3.2
CCOC(=O)N1CC=C2C(C#N)=C(N)C(C#N)(C#N)[C@H](c3cccs3)[C@H]2C1	-11.7	0.1	12.7	104.8	4.7	2.0	8.3	9.1	2.0
CCN(CC)S(=O)(=O)N1CCC(C(=O)NCCC2=CCCCC2)CC1	-11.0	-3.0	-1.8	93.4	-2.3	1.6	-3.2	9.1	-12.6
CCCCCNCC(=O)Nc1cccc(C(=O)Nc2cccc(C(F)(F)F)c2)c1	10.3	-2.9	4.0	100.2	6.9	1.8	1.4	14.9	1.8
Cc1cc(=O)n2[nH]c(SCc3c(F)cccc3Cl)nc2n1	14.5	-1.0	0.8	109.5	-4.5	-1.0	-3.6	10.6	14.9
CCN(CC)S(=O)(=O)c1ccc(C(=O)NCc2ccc3c(c2)OCO3)cc1	8.7	1.7	1.4	87.0	-1.3	-0.4	1.8	10.4	10.5
Cc1cc(C)cc(NC(=O)N2CCCN(c3ncccc3[N+](=O)[O-])CC2)c1	4.5	6.8	-2.2	92.5	-1.2	0.7	-0.1	1.3	-5.7
COc1ccc(-n2c(C)nnc2SCC(=O)N2CCOCC2)cc1	-1.5	0.0	-3.6	102.1	1.8	1.9	-4.6	-1.9	-4.0
Cc1ccc(N2C(=O)C(c3c(C)[nH]n(-c4ccccc4)c3=O)(C(F)(F)F)C3=C2CC(C)(C)CC3=O)cc1 (stereo not drawn)	15.7	-3.4	1.4	104.1	-0.5	2.6	9.9	2.7	-0.1
Cc1cc(C)nc(NC(=NCc2ccc3c(c2)OCO3)NC(=O)Nc2ccccc2)n1	1.0	2.1	-4.4	118.3	-0.4	1.6	8.3	-2.8	-2.2
CCOC(=O)c1[nH]c2ccc(OC)cc2c1NC(=S)N1CCN(c2ccccc2)CC1	4.5	1.5	-3.2	103.9	-2.3	2.5	-7.0	10.9	0.6
CCc1nc(SCc2cccnc2)[nH]c(=O)c1C	-5.3	1.7	-0.8	111.7	1.9	0.4	-2.5	-10.9	-12.0
NCCc1nc(-c2ccccc2)cs1	8.3	1.8	2.5	108.2	-0.8	1.4	-3.0	0.1	-3.2
C=CCSc1ncc(-c2ccccc2)cn1	-19.3	-4.2	-1.9	96.2	3.4	-0.6	-3.0	-16.7	-6.8

More entries
SMILES	ZTA DNA inh	TPT1 inh	PP1 inh	Yeast superoxide	Fh CTSL1 inh	PP5 primary	HCV core dimer	GASC-1 inh	EBNA-1 inh
Cc1cc([N+](=O)[O-])nn1CCCC(=O)NC(C)c1ccccc1 (stereo not drawn)	8.7	2.4	1.0	99.3	3.0	0.8	-4.1	6.1	-2.8
Cc1ccc(OS(=O)(=O)c2c(C)nn(C)c2Cl)c(C)c1	-1.6	-4.3	0.2	83.2	-1.0	1.5	-5.7	-2.7	-1.9
Cc1ccccc1C(=O)N1CCC(C(=O)Nc2ccc(F)cc2)CC1	-24.3	-6.4	3.6	91.9	-4.2	2.3	-1.1	-19.2	-6.0
O=C(O)CCCC(=O)NNc1ncnc2ccccc12	-6.0	-3.9	-0.9	90.4	0.1	-1.4	2.9	-37.3	10.3
CN(C)S(=O)(=O)c1ccc(C(=O)NCc2nnc(SCC(=O)N3CCCC3)o2)cc1	-6.3	2.3	-1.1	101.4	0.6	3.3	-7.2	12.2	1.8
COc1ccc(NC(=O)Nn2cnnc2)cc1OC	-5.3	0.7	-1.4	94.7	-0.2	-0.1	-4.7	-1.6	7.6
COC(=O)Nc1cc(C(=O)c2ccc(Cl)cc2Cl)c[nH]1	5.8	-1.5	7.9	92.2	-0.2	1.4	-9.6	4.9	3.9
CC(=O)c1ccc(NC(=O)/C(C#N)=C/c2ccncc2)cc1	6.3	5.3	-2.5	98.9	-1.4	1.8	14.6	-1.0	11.9
CC(=O)NCCc1nc2ccccc2n1CCOc1ccccc1	5.0	-6.5	-5.7	91.5	-2.2	1.5	1.8	6.5	-10.1
Oc1ccccc1CNCc1ccccc1	-2.0	-2.7	-5.3	104.9	-0.7	-1.5	4.8	-16.3	-4.1

Screening data deposited in PubChem by several laboratories.
